# OXTR agonist – activates the human oxytocin receptor; CHO-OTR cells, Fluo-8 calcium fluorescence; normalized: DMSO 0%, oxytocin 100%; AID 2435; activation, % at 3 µM; 320,000 compounds, 0.32% hits; P30559;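 active means activation above the mean of all tested compounds plus 3 SD, cutoff set per screening run, cut at about 20% in these data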;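 further: peak over basal fluorescence ratio from a 100 s FLIPR kinetic read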
# Target sequence (P30559 whole entry, looked up): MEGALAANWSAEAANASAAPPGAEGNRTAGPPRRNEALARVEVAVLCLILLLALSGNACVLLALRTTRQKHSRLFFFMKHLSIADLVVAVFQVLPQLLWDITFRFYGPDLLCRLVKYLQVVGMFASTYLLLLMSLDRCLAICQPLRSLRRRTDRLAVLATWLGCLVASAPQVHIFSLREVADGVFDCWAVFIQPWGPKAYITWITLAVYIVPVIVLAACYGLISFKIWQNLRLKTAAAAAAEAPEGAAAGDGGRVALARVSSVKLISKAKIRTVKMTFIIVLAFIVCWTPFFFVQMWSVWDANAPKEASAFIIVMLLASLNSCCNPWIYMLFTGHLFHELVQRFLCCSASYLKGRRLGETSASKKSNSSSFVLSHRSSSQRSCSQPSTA
# FID counter – fluorescent intercalator displacement, NS3 helicase counter-screen; inhibition, % at 7.9 µM; AID 1845; 290,000 compounds, 0.17% hits; DNA fluorescent intercalator displacement, fluorescence; in the data active means inhibition above about 37%;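 further: 0% = vehicle and 100% = reference compound; higher means more ethidium bromide displaced from hairpin DNA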
# PHOSPHO1 block – PHOSPHO1 (human) inhibition; Q8TCT1; recombinant PHOSPHO1, absorbance phosphatase assay; inhibition, % at 13.3 µM; 290,000 compounds, 1.1% hits; AID 1565; in the data active means inhibition above about 60%
# Target sequence (Q8TCT1 whole entry, looked up): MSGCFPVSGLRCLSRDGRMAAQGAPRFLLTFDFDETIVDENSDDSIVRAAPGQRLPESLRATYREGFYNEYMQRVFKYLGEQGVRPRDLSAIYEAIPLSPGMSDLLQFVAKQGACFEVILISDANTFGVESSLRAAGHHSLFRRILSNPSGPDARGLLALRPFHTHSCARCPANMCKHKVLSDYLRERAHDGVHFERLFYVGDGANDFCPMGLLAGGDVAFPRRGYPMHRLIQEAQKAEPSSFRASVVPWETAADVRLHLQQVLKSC
# HCV NS3 hel inh – HCV NS3 helicase inhibition. NS3 helicase DNA unwinding, Cy5 molecular beacon fluorescence. inhibition, % at 10.9 µM. 290,000 compounds, 0.56% hits;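 active means inhibition above the mean of all tested compounds plus 3 SD, set per campaign, cut at about 35% in these data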;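 further: 0% = DMSO wells and 100% = thioflavine S control wells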
#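 assay system = NS3 helicase fragment of HCV | buffer or medium = MOPS pH 6.5, MgCl2, DTT, Tween20, BSA | timing = 60 min unwinding reaction at 25 °C after ATP addition | signal = Cy5 beacon fluorescence read at start and 1 h | read-out basis = % inhibition of unwinding | control set = low DMSO, high thioflavine S at 110 µM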
# V1aR counter – V1a receptor agonism, counter-screen for OXTR agonists | AID 2797 | CHO-V1R cells, Fluo-8 calcium fluorescence, agonist mode; 0% DMSO, 100% 3 nM vasopressin | activation, % at 3 µM | 320,000 compounds, 0.25% hits | P37288;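 active means activation above the mean activation of all tested compounds plus 3 SD, per screening run, cut at about 20% in these data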;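 further: signal is peak over basal fluorescence ratio across a 100 second FLIPR read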
# IMP-1 inhibitor – inhibitors of Pseudomonas aeruginosa IMP-1 metallo-beta-lactamase; purified IMP-1, nitrocefin hydrolysis, epi-absorbance fluorescence; inhibition, % at 5.6 µM; 290,000 compounds, 0.45% hits; AID 1556;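 active means inhibition above the mean plus 3 SD of all compounds in the same screening run, cut at about 4.5% in these data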;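 further: 0% = IMP-1 with DMSO and 100% = DMSO wells lacking enzyme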
#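 Material – recombinant IMP-1 enzyme, purified · Amount – IMP-1 0.2 nM before substrate addition · Medium – HEPES buffer pH 7.1 with ZnSO4 and Brij 35 · Timing – 25 °C, 15 min preincubation, 25 min reaction · Measured by – plate fluorescence quenching by hydrolysis product, ex 480/em 530 nm · Read-out – percent enzyme inhibition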
# GalR3 antag – antagonists of human GalR3; inhibition, % at 3 µM; 360,000 compounds, 0.44% hits; O60755; HEK293 GalR3-CNG cAMP membrane potential fluorescence; galR3 body fused to GalR1 C-terminus;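 active means inhibition above the screen-wide average plus 3 SD, cut at about 13% in these data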;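 further: forskolin and galanin both at EC90 stimulate the cells; cAMP rise reported by CNG channel membrane potential dye signal; 0% = forskolin plus galanin with DMSO and 100% = forskolin alone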
# GPR7 antag – human neuropeptides B/W receptor 1 antagonism; 290,000 compounds, 1.1% hits; GPR7-expressing cells, fluorescence antagonist assay; inhibition, % at 4.4 µM; P48145; in the data active means inhibition above about 16%, passing the limit was not always enough;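 further: cells stimulated with the agonist NPW; 0% = agonist with vehicle and 100% = vehicle without agonist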
# Target sequence (P48145 whole entry, looked up): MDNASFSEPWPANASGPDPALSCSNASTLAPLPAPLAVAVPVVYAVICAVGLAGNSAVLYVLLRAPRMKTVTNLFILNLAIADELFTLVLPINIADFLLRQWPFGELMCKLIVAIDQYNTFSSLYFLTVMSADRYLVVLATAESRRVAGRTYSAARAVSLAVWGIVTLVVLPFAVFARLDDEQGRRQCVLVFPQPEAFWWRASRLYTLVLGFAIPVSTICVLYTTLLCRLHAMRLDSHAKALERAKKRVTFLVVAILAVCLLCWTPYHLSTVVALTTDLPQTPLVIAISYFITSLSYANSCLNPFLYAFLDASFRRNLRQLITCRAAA
# VIM-2 inhibitor – blocks Pseudomonas aeruginosa VIM-2 metallo-beta-lactamase; purified VIM-2, nitrocefin hydrolysis, epi-absorbance fluorescence; inhibition, % at 5.6 µM; 290,000 compounds, 0.89% hits; AID 1527;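 active means inhibition above the mean of all tested compounds plus 3 SD, cutoff set per screening run, cut at about 7.5% in these data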;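 further: red hydrolysis product quenches plate fluorescence so inhibitors raise well fluorescence; 0% = enzyme with DMSO and 100% = DMSO without enzyme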
# * marks the source's active call; other numbers are inactive results; . = not tested or not shown.
SMILES,OXTR agonist,FID counter,PHOSPHO1 block,HCV NS3 hel inh,V1aR counter,IMP-1 inhibitor,GalR3 antag,GPR7 antag,VIM-2 inhibitor
Cc1cc(C)c2c(CN3CC(C)OC(C)C3)cc(=O)oc2c1C (stereo unspecified),-1.9,-37,52,7,-0.2,-2.7,-8,-2,5.0
C=C(C)COc1ccc(-c2ncnc(C(F)(F)F)c2-c2ccc(OC)cc2)c(O)c1,-1.3,-20,-3,-14,0.3,-2.2,-7,-3,-0.7
CCCCn1c(N)c(N(CC(C)C)C(=O)CCCSc2nncs2)c(=O)[nH]c1=O,0.0,7,17,-7,-1.7,-1.3,-2,0,-1.5
CCn1c(/C=C2\C(=O)Nc3ccccc32)nc2ccccc2c1=O,0.6,-11,13,-4,3.1,-1.1,2,-7,-0.9
O=C(NCCc1ccccc1)C1CCN(C2CCN(Cc3ccco3)CC2)CC1,-0.3,12,41,2,-0.3,-2.5,-2,-21,-1.5
CC(=O)NC1=NN(C(C)=O)C(c2ccc(C(C)C)cc2)S1 (stereo unspecified),0.9,-11,-19,8,1.1,-3.9,5,0,-4.2
O=C(CCc1ccccn1)N1CCCC(N2CCN(c3ccc(F)cc3)CC2)C1 (stereo unspecified),.,-9,.,1,.,-2.1,-3,-2,-2.0
CN1C(CC(=O)Nc2ccc(Cl)cc2Cl)c2ccccc2CC1(C)C (stereo unspecified),-2.6,1,25,-5,-1.1,-1.7,-3,-18,-2.0
COc1ccc(C(=O)NC23CC4CC(CC(C4)C2)C3)cc1,-2.0,-15,46,1,-1.9,-2.1,-7,-11,-1.2
COc1ccc(N2CCN(C(c3cccc(OC)c3OC)c3nnnn3C3CCCC3)CC2)cc1 (stereo unspecified),-2.2,-25,17,-7,-1.1,-0.7,-6,21*,-3.5
COc1cccc(NC(=O)C2CCN(S(=O)(=O)c3ccc4c(c3)N(C(C)=O)CCO4)CC2)c1,-0.2,-39,34,1,-0.8,0.2,-7,-1,-2.2
CCOc1ccc(NC(=O)c2cc(F)c(F)cc2Cl)cc1OCC,-0.9,-12,20,-4,-0.5,-1.9,-1,-14,-3.6
COc1cc(NC(=O)c2cc([N+](=O)[O-])ccc2NC(=O)CNC2CCCCC2)cc(OC)c1,-1.0,6,2,-40,0.6,-1.0,-4,-21,-0.1
CCOP(=O)(OCC)C(NC(=O)Nc1ccc(Cl)c(Cl)c1)C(N)=O (stereo unspecified),-0.1,-9,3,1,0.0,0.0,-5,-1,-0.2
O=C(O)c1cccc(N2C(=O)CSC2c2ccccc2)c1 (stereo unspecified),-0.1,-4,29,4,0.4,-1.3,-11,-12,-2.2
Cc1nn(Cc2ccc(Cl)cc2Cl)c(C)c1NC(=O)c1nn(C)cc1Cl,5.4,-28,-133,-6,4.9,-2.2,-6,-11,-3.7
O=S(=O)(Nc1nc2ccccc2nc1Nc1ccc2c(c1)OCCO2)c1cccs1,4.4,-20,-7,19,2.6,-2.2,-6,-8,-0.9
COc1ccccc1C1CC(c2ccc(Cl)cc2Cl)Nc2nc(N)nn21 (stereo unspecified),0.6,-33,-9,-13,2.0,-4.4,-5,5,-6.2
NC(=S)N=Nc1c(O)n(CCCl)c2ccc(Cl)cc12,-1.1,-1,32,-2,-1.4,-2.8,-3,3,5.2
CC1=C(C(=O)OCCOC(C)C)C(c2cc3c(cc2Br)OCO3)C2=C(CCCC2=O)N1 (stereo unspecified),-0.8,-26,0,-1,-0.2,-1.0,-1,-13,-0.8
CC(=O)Nc1ccc(S(=O)(=O)N2CCN(Cc3csc(C)n3)CC2)cc1,-0.5,-7,36,4,0.9,-1.6,-3,-15,3.5
CCCCCCCNC(=O)C1(CC2CC(c3ccc(Cl)cc3)=NO2)CCN(C(=O)C2CCCC2)CC1 (stereo unspecified),-0.6,-24,-2,-19,-0.5,-5.4,-1,-9,-2.5
O=C(CC1N=C2c3ccccc3N=C(SCc3ccc(F)cc3)N2C1=O)NCc1ccco1 (stereo unspecified),0.1,-40,-21,14,0.2,-1.6,6,-3,-0.2
CCOC(=O)C(c1ccccc1)C(Nc1cc(C(F)(F)F)cc(C(F)(F)F)c1)c1ccccn1 (stereo unspecified),-3.1,-5,8,5,2.8,-1.1,-4,3,-1.4
Cn1c(=O)c(=O)n(C)c2cc(S(=O)(=O)N3CCCC3C(=O)NCc3cccs3)ccc21 (stereo unspecified),-0.2,-1,24,-3,-1.5,-1.2,-3,-13,-1.2

# Quoted from the listing (4 entries):
SMILES,OXTR agonist,FID counter,PHOSPHO1 block,HCV NS3 hel inh,V1aR counter,IMP-1 inhibitor,GalR3 antag,GPR7 antag,VIM-2 inhibitor
CCCCCCCNC(=O)C1(CC2CC(c3ccc(Cl)cc3)=NO2)CCN(C(=O)C2CCCC2)CC1 (stereo unspecified),-0.6,-24,-2,-19,-0.5,-5.4,-1,-9,-2.5
O=C(CC1N=C2c3ccccc3N=C(SCc3ccc(F)cc3)N2C1=O)NCc1ccco1 (stereo unspecified),0.1,-40,-21,14,0.2,-1.6,6,-3,-0.2
CCOC(=O)C(c1ccccc1)C(Nc1cc(C(F)(F)F)cc(C(F)(F)F)c1)c1ccccn1 (stereo unspecified),-3.1,-5,8,5,2.8,-1.1,-4,3,-1.4
Cn1c(=O)c(=O)n(C)c2cc(S(=O)(=O)N3CCCC3C(=O)NCc3cccs3)ccc21 (stereo unspecified),-0.2,-1,24,-3,-1.5,-1.2,-3,-13,-1.2

# The listing continues.
SMILES,OXTR agonist,FID counter,PHOSPHO1 block,HCV NS3 hel inh,V1aR counter,IMP-1 inhibitor,GalR3 antag,GPR7 antag,VIM-2 inhibitor
Cc1ccccc1C1NC(c2ccccc2C)C(C)C(=O)C1C (stereo unspecified),-2.0,-20,33,-16,-1.3,-4.1,-8,-8,-1.5
Cc1cc(C)cc(N(C(=O)c2csnn2)C(C(=O)NC(C)(C)C)c2cccnc2)c1 (stereo unspecified),-0.4,-5,15,0,0.4,-3.1,-7,-6,-4.6
Cc1ccc(C2Nc3ccccc3C(=O)N2CCCN2CCOCC2)cc1 (stereo unspecified),0.2,0,3,7,0.3,-3.4,-2,-1,-3.2
O=C(NN1C(=O)c2ccccc2NC1c1cccnc1)c1ccc([N+](=O)[O-])cc1 (stereo unspecified),-0.2,1,-1,-6,-0.4,-2.0,-6,-14,-1.8
CN(Cc1nc(-c2cnccn2)no1)CC(O)c1ccccc1 (stereo unspecified),1.3,-2,23,0,-0.2,-2.6,-2,-21,-2.6
O=C(c1c(F)cccc1F)N(Cc1cccs1)C1CCCC1,-1.8,-12,46,6,-1.9,-4.5,-4,-5,-4.8
Cc1cc(NC(=O)COC(=O)Cn2c(C)csc2=O)ccc1Br,3.9,-7,10,-8,5.6,-0.8,4,5,0.1
Cc1cccc(C)c1OCc1cc(C(=O)N2CCCCCCC2)no1,-0.9,-27,23,-17,0.2,-1.9,-2,-3,-2.9
C1CN=C(NC23CC4CC(CC(C4)C2)C3)C1,0.4,2,-15,9,0.0,-1.2,-5,-10,0.4
CCOc1ccc(C(=O)Nc2ccc(N3CCCC3)cc2)cc1,-0.5,3,29,-54,0.0,-2.2,-2,-11,-2.4
COc1ccc(CCNC(=O)c2cccc(NS(=O)(=O)c3ccccc3F)c2)cc1OC,-0.7,-30,29,-8,1.2,-1.6,-1,-9,0.7
COc1cc(/C=C2/C(=O)ON=C2c2ccccc2)ccc1O,-0.1,1,-1,2,0.5,-0.3,2,-10,-1.9
O=C(c1cc(-c2ccncc2)nc2c(Cl)cccc12)N1CCN(c2ccccc2F)CC1,-0.6,-39,15,-11,0.4,-0.4,-5,8,1.1
Cc1c(C(=O)Nc2ccccc2F)sc2ncn(CC(=O)N3CCOCC3)c(=O)c12,1.3,-20,-32,7,2.0,-1.4,-6,2,-5.0
CCCCn1nc(CC(=O)NCCN(CC)CC)c2ccccc2c1=O,-0.5,7,28,9,-0.3,-0.2,-6,9,2.3
Cc1nc(NC2=NC(C(=O)Nc3ccc(Cl)cc3)CC(=O)N2)nc2ccccc12 (stereo unspecified),.,-2,0,-1,.,-4.0,.,-7,-0.7
O=C(Nc1nnc(C2CC2)s1)C1=NN(C2CCS(=O)(=O)C2)C(=O)CC1 (stereo unspecified),-0.4,0,11,-5,-0.5,-2.3,-5,-3,0.7
Cc1nnc(N2CCOCC2)c2ccccc12,0.4,4,-6,-3,0.7,0.0,4,1,0.1
C/C(=N\NC(=S)NC1CCCCC1)c1cccs1,-0.5,-21,10,-2,-0.7,-1.8,-9,-14,-4.7
COCC(C)n1c(C)cc(C(=O)CSc2ncccn2)c1C (stereo unspecified),0.0,-13,-50,-11,-0.1,-0.9,-1,-9,1.2
CCOc1cc(/C=N\Nc2ccc([N+](=O)[O-])cc2)ccc1OCC(=O)Nc1ccc(C)c(C)c1,-0.1,1,19,-1,0.1,-0.6,0,-14,1.1
NC(=O)c1cc(S(=O)(=O)NCCCc2ccco2)cs1,-0.2,-3,11,7,1.0,-2.5,4,-5,-0.9
CCOc1ccc(-c2nnc3sc(COc4ccccc4)nn23)cc1,-0.2,-2,-44,2,-0.6,-0.7,-6,-3,1.8
Cc1cc(Cl)ccc1OCC(=O)N1CCCCC1,-1.3,-9,41,1,1.1,-1.8,-6,-1,-2.1
COC(=O)c1c(C)oc(C)c1S(=O)(=O)N(Cc1ccccc1)C(C)C,-2.1,-33,37,7,-2.1,-2.0,-3,-14,-1.9
# (list continues)
SMILES,OXTR agonist,FID counter,PHOSPHO1 block,HCV NS3 hel inh,V1aR counter,IMP-1 inhibitor,GalR3 antag,GPR7 antag,VIM-2 inhibitor
C=CCn1c(SCC(N)=O)nc2nc3c(cc2c1=O)COC(C)(C)C3,1.0,-9,37,-13,1.1,-1.7,-9,-12,-1.5
Cc1ccc2c(c1)N(C(=O)CCC(=O)NCCN1CCOCC1)CC(C)O2 (stereo unspecified),-1.2,0,28,-2,-0.4,-1.8,.,-9,-2.6
Cc1ccc2nsnc2c1NC(=O)COc1ccccc1F,-0.5,-6,53,8,-0.3,-5.0,-4,-10,-2.3
Cc1ccc(CN2CCN(C/C(Cl)=C/c3ccccc3)CC2CCO)o1 (stereo unspecified),1.9,0,39,-6,1.1,-2.5,-1,0,2.6
CC(C)(C)OC(=O)N1CCC(C(=O)O)CC1,1.8,0,18,0,1.2,-4.6,-4,-4,-2.4
CC(Sc1nc(N)cc(=O)[nH]1)C(=O)Nc1nc2c(s1)CCCC2 (stereo unspecified),1.2,-1,42,13,0.5,-3.3,-7,-5,-4.0
CCOP(=O)(OCC)C(O)c1cc(OC)c(OC)c(OC)c1 (stereo unspecified),1.1,0,8,4,0.6,0.8,-1,-12,1.3
O=c1oc2ccccc2n1CCn1c2ccccc2c2nc3ccccc3nc21,-0.3,1,40,-5,0.7,-1.6,-1,10,-2.4
C=CCN(CC=C)C(=O)Nc1ccc2nc(C)sc2c1,-0.2,-4,-11,-19,0.0,-1.5,-7,0,-2.3
Cc1ccc(C(=O)N/C(=C\c2cn(S(=O)(=O)N(C)C)c3ccccc23)C(=O)NCCCN2CCOCC2)cc1,3.5,37,34,-82,0.7,0.0,-2,-7,-4.9
O=C1CCCc2c1nc(-c1ccccc1)n2O,1.8,-2,9,-2,0.5,-3.2,.,1,-3.2

# Rows are unselected. About 4.3% of those tested had a hit in this group.
